aGlu spleen mod: qHTS Assay for Inhibitors and Activators of Human alpha-Glucosidase From Spleen Homogenate; human spleen homogenate, 4-MU-alpha-glucoside fluorescence; Potency, µM (series often up to 79.9 µM), without a hit: at the highest dose activity change, negative = inhibition, actives largely listed as inhibitors; actives 0.006% (n = 240,000); AID 2112, 2009;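 further: 0% = enzyme with vehicle and -100% = no enzyme basal signal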
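Compounds were titrated against alpha-glucosidase in spleen homogenate at pH 5.0, with 1 mM 4-methylumbelliferyl substrate for 40 min at 37 C. Reactions were quenched with pH 10 NaOH/glycine and fluorescence measured.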
RGS12 GoLoco inh: qHTS Assay for Inhibitors of RGS12 GoLoco Motif Activity (Red Fluorophore). Gai1:RGS12 GoLoco peptide FP, rhodamine, 10 min. Potency, µM (doses to about 61.6 µM), without a hit: at the top dose activity, negative = inhibition, usual class: inhibitors. Guanine nucleotide-binding protein G(i) subunit alpha-1 (Homo sapiens), P63096. actives 0.44% (n = 230,000). AID 880, 2007; active means well fitted inhibition curve with a large enough effect, not every such curve was filed as active; inactive means no such curve, though single readings can be large or run the other way; further: nearly all actives have a fitted effect of over 30% in size; many of its hits are not listed in these tables
TR SRC2 fluor cs: Total Fluorescence Counterscreen for Inhibitors of the Interaction of Thyroid Hormone Receptor and Steroid Receptor Coregulator 2; TRb/SRC2 Texas Red total fluorescence interference; Potency, µM (series often up to 106 µM), inactives show at the top dose fluorescence change, negative = quenching; actives 0.29% (n = 280,000); AID 1479, 2009; active means well fitted curve in either direction with a large enough effect; inconclusive means small, poorly fitted or top-dose-only effect
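Human TRb ligand-binding domain at 0.6 uM with 20 nM Texas Red SRC2 peptide in Tris buffer containing 1 uM T3 and 5% DMSO, incubated with compound 5 h at ambient temperature. Total fluorescence (555/632 nm) calculated as parallel + 2 × perpendicular.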
L3MBTL1 inh: qHTS Assay for the Inhibitors of L3MBTL1. Lethal(3)malignant brain tumor-like protein 1 (Homo sapiens), Q9Y468. AlphaScreen L3MBTL1–H3K9me1 peptide binding. Potency, µM (series often up to 57.1 µM), without a hit: top-dose activity, negative = inhibition, most hits filed as inhibitors. actives 0.66% (n = 230,000). AID 485360, 2010; further: nearly all actives have a fitted effect of over 60% in size
Target sequence (Q9Y468 whole entry, looked up): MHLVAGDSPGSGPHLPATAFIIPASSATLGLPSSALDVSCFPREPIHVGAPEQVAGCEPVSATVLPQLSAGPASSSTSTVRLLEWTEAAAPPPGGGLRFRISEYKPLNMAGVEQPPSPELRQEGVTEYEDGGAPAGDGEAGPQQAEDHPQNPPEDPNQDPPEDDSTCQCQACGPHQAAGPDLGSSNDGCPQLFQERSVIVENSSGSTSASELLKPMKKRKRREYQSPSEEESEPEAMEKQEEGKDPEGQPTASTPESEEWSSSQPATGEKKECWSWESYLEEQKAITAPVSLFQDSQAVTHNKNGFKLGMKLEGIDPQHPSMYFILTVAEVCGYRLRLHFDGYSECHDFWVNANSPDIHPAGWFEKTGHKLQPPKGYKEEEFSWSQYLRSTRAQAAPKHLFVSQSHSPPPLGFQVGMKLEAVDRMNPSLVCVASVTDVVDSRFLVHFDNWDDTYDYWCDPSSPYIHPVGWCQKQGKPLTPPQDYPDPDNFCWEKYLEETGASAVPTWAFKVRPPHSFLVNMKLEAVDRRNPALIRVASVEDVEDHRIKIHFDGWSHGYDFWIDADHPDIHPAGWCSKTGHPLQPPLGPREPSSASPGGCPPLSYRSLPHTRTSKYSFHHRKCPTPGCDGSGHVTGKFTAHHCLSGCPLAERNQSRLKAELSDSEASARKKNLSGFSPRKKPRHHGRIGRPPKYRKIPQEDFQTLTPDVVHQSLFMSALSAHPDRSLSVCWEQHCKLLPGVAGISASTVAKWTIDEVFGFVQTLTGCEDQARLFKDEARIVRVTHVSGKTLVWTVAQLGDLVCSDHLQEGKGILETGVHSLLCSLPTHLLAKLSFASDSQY
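L3MBTL1 (50 nM) pre-complexed 30 min with biotinylated H3(1-15)K9me1 peptide (75 nM), then compounds added for 30 min at room temperature; AlphaScreen streptavidin donor/nickel chelate acceptor beads (10 ug/mL final) read after 30 min dark incubation.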
TRb-SRC2 inh: qHTS for Inhibitors of the Interaction of Thyroid Hormone Receptor and Steroid Receptor Coregulator 2 | Potency, µM (doses to about 106 µM), for the others: top-dose activity change, negative = inhibition, actives largely listed as inhibitors | actives 0.065% (n = 280,000) | Thyroid hormone receptor beta (Homo sapiens), P10828 | TRbeta-SRC2 peptide binding, fluorescence polarization; receptor liganded with 1 µM T3;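 further: plate controls were bound peptide for no effect and peptide without receptor for full effect; nearly all actives have a fitted effect of over 50% in size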
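Compounds were added to 0.6 uM TRb ligand-binding domain and 20 nM Texas Red-labeled SRC2 peptide in Tris buffer containing 1 uM T3, incubated 5 hr at ambient temperature, then read by fluorescence polarization.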
GAA inhib: qHTS Assay for Inhibitors of Human alpha-Glucosidase as a Potential Chaperone Treatment of Pompe Disease; Lysosomal alpha-glucosidase (Homo sapiens), P10253; purified human GAA, 4-MU-alpha-glucoside fluorescence; Potency, µM (highest dose often 76.9 µM), for inactives: at the highest dose activity change, negative = inhibition, usual class: inhibitors; actives 0.005% (n = 200,000);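 further: plate controls were uninhibited enzyme wells for no effect and no-enzyme background for full effect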
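Compounds are titrated up to 77 uM against 4 nM human enzyme. Substrate 4-methylumbelliferyl-alpha-D-pyranoside (400 uM) reacts 20 min at room temperature in pH 5.0 buffer; liberated 4-methylumbelliferone is read at 440 nm.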
GAA glycogen: qHTS Assay for Inhibitors and Activators of Human alpha-Glucosidase Cleavage of Glycogen | recombinant GAA, glycogen substrate, Amplex Red glucose oxidase fluorescence | Potency, µM (highest dose often 76.4 µM), inactives show at the top dose activity change, negative = inhibition, actives largely listed as inhibitors | Lysosomal alpha-glucosidase (Homo sapiens), P10253 | actives 0.38% (n = 300,000) | AID 2100, 2009;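 further: 0% = full enzyme reaction and -100% = no-enzyme basal signal; the screen sought inhibitors and activators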
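Natural-substrate format: glycogen cleavage by 4 nM human enzyme, glucose read by Amplex Red coupling (Ex 573, Em 610 nm). Normalized to enzyme and no-enzyme controls.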
RECQ1 helicase: qHTS Assay for Inhibitors of RecQ-Like Dna Helicase 1 (RECQ1); ATP-dependent DNA helicase Q1 (Homo sapiens), P46063; RECQ1 DNA unwinding, red fluorescence kinetic read; Potency, µM (doses to about 57.3 µM), inactives show at the top dose activity, negative = inhibition, most hits filed as inhibitors; actives 0.54% (n = 240,000);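 further: plate controls were vehicle for no effect and no enzyme for full effect; nearly all actives have a fitted effect of over 30% in size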
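RECQ1T1 50 nM; forked duplex (20 bp + 30-nt ss tails) 200 nM, ATP 2 mM final; pH 8.0, 2 mM MgCl2, 2.5 ug/ml poly(dI-dC); 15 min compound preincubation; discontinuous kinetic read over 2 h at RT.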
* hit, by the source's call; i = inactive; ? = inconclusive; · = no result given; [ ] = dose if it differs, or a comment. Unless noted, the call rests on the fitted dose curve; in most records, active means well fitted curve in the direction sought with a large enough effect; inconclusive means small, poorly fitted or top-dose-only effect, or another doubt; inactive means no such curve, though single readings can be large; an effect the other way counts as inactive or inconclusive. Unless noted, on the % scale 0 is the no-effect control and ±100 the full control effect; potency means the concentration at half of the fitted maximal effect.

Structure | aGlu spleen mod | RGS12 GoLoco inh | TR SRC2 fluor cs | L3MBTL1 inh | TRb-SRC2 inh | GAA inhib | GAA glycogen | RECQ1 helicase
Cc1cc(C)c(-c2csc(NC(=O)/C=C/c3cccs3)n2)c(C)c1 | -2% | 6% | -4% | 3% | -7% | -5% | -6% | -16%
Cc1nc(-c2ccc(S(=O)(=O)NCC3CCN(C(=O)OC(C)(C)C)CC3)s2)cs1 | -20% | 13% | -3% | -9% | 3% | · | -16% | 1%
Cc1cc(NC(=O)Cn2nnc3sc4c(c3c2=O)CCCC4)no1 | -4% | 6% | 0% | 0% | -1% | 1% | 1% | -3%
Cc1cc(NC(=O)Nc2ccc(F)cc2)no1 | 1% | 2% | -3% | -6% | -2% | ? | -1% | -7%
CCOC(=O)CSc1nc(C)c(C(C)=O)cc1C(N)=O | 7% | 5% | -1% | 7% | 7% | 2% | 8% | i
O=C(c1ccccc1)c1cccn1CC(=O)N1CCN(c2ccc(F)cc2)CC1 | -5% | 1% | -1% | -14% | 8% | -16% | 4% | -11%
CC(=O)Nc1ccc(NC(=O)CSc2nc3ccccc3o2)cc1 | -4% | 11% | -3% | 10% | -2% | -7% | 2% | i
O=C(Nc1ccc2oc(-c3ccccc3Cl)nc2c1)c1ncn[nH]1 | 8% | -37% | -4% | -17% | -17% | -2% | 5% | -12%
CCOc1ccc(C(=O)NCCCN2CCOCC2)cc1OCC | 3% | 7% | -1% | 3% | -3% | 12% | 12% | 21%
O=C(Nc1ccc(C2CCCCC2)cc1)C1CCCN(c2ncccn2)C1 (centres undefined) | 1% | 5% | -2% | -7% | -7% | -3% | 10% | -7%
COc1ccc2c(c1)OC/C(=C\c1ccc(OC)c(O)c1)C2=O | -12% | 3% | -5% | · | -1% | · | · | -1%
COc1ccc(OC)c(/C=N/NC(=O)c2cc(-c3ccc(C)o3)nc3ccccc23)c1 | 0% | -1% | -2% | -7% | 5% | ? | -4% | i
CC(=O)N1CCc2cc(S(=O)(=O)NC(C(=O)Nc3ccc4c(c3)OCCO4)C(C)C)ccc21 (centres undefined) | -6% | 1% | 0% | · | -22% | 2% | 4% | -15%
CC(=O)Nc1ccc(NC(=O)Cn2cc3c(n2)CCC(C)C3)cc1 (centres undefined) | 13% | 9% | -3% | 1% | 4% | 6% | · | i
CC(C(=O)Nc1c2c(cc3c1CCC3)CCC2)N1CCCC1 (centres undefined) | -16% | 4% | -3% | -8% | -6% | 0% | 0% | 7%
COc1ccc(NC(=O)c2cnc(C)cn2)cc1-n1cnnn1 | 5% | 5% | 0% | -25%[11.4 µM] | -11% | ? | 5% | -5%
CCCCN1CN(Cc2ccco2)CNC1=S | -9% | -2% | -8% | 2% | 4% | 1% | -4% | -1%
COC(C(=O)NC(C(C)C)C(C)C)c1ccccc1 (centres undefined) | -10% | 10% | -2% | 1% | 1% | -5% | -7% | i
O=C(Cc1ccccc1[N+](=O)[O-])N1CCN(c2ccc(F)cc2)CC1 | -1% | 1% | -3% | -2% | -2% | 5% | -13% | -1%
O=C(c1ccc(COc2ccccc2Cl)o1)N1CCCC1 | -9% | 6% | -1% | -2% | -2% | 2% | -2% | i
CC(C)Nc1oc(Cc2cccc3ccccc23)nc1C#N | -19% | 15% | -1% | -6% | -6% | -10% | -13% | 0%
COCCCN1C(=O)c2ccc(C(=O)O)cc2C1=O | 2% | 9% | -6% | · | -2% | 2% | 0% | -10%
CC(C)(C)n1nnnc1C(c1cccnc1)N1CCN(c2ccccn2)CC1 (centres undefined) | 2% | 14% | 0% | -1% | 5% | 11% | 3% | 21%
CCc1ccc(C(=O)COC(=O)c2cccnc2Cl)cc1 | 2% | 2% | 0% | · | 3% | -10% | 1% | 0%
COc1ccc(CCNC(=O)CSc2nnc(NC(C)=O)s2)cc1OC | -4% | -22% | -2% | 5% | -4% | 2% | 10% | -4%
C/C=C\C=C/C(=O)Nc1cccc(C2=NOC3(C2)C[C@H](C(N)=O)N(C(=O)CC)C3)c1 (some centres undefined) | 4% | -27% | 2% | · | 2% | · | -9% | 9%
COc1ccc(COC(=O)N/N=C2/C[C@@H](O)[C@@H](O)[C@@H]3[C@@H]4C(=O)N(c5cccc(Oc6ccccc6)c5)C(=O)[C@H]4CC[C@@H]23)cc1 | 5%[17.4 µM] | · | -2%[11.2 µM] | · | -2%[11.2 µM] | · | · | i[11.5 µM]
CCC(OC(=O)CCc1nc2ccccc2[nH]c1=O)C(=O)c1ccccc1 (centres undefined) | 6% | 4% | -4% | · | 4% | -7% | 6% | -19%
Cc1ccc(CN2C(=O)S/C(=C\c3ccccc3OCC(=O)O)C2=O)cc1 | -16% | 15% | -5% | -3% | -5% | 11% | -13% | -2%
Cc1ccccc1NC(=O)COC(=O)c1cc(=O)c2ccccc2o1 | -13% | 30%[activator] | -1% | 30%[activator] | 1% | 4% | 2% | i
CN(C(=O)C1CCCO1)c1nnc(-c2ccccn2)s1 (centres undefined) | -3% | -9% | -6% | 4% | 0% | -7% | 6% | i
COc1ccc(C2C(C#N)=C(N)SC(N)=C2C#N)cc1OC | -5% | 60%[activator] | -4% | -9%[11.4 µM] | 5% | -1% | -4% | -10%
Cc1nc(SCC(=O)OCc2ccccc2)c(C#N)c(-c2ccccc2)c1C(=O)Nc1ccccc1 | -6% | 0% | -3% | 7% | 0% | ? | -3% | -4%
CCN1C(=O)C2(/C(=C(\O)c3ccc4c(c3)OCCO4)C(=O)C(=O)N2CCCOC)c2ccccc21 (centres undefined) | -3% | · | -6% | 3% | -3% | 2% | 4% | i
Cc1cc(C(C)(C)C)c(O)c(C)c1CC1=NCCN1 | 2% | 12% | 2% | -3% | -2% | -14% | 12% | 9%
O=C(COC(=O)c1ncc(Cl)c(Cl)c1Cl)c1ccc(Cl)s1 | 0% | 32%[activator] | -2% | 37%[activator] | -10% | 10% | -2% | -6%
CCCCc1c(O)nc(SCC(=O)N2CCOCC2)n(-c2ccccc2C)c1=O | -4% | 9% | 0% | 6% | -4% | -1% | 5% | -18%
CCOc1ccc(/C=N/n2nnnc2N)cc1O | 20% | -18% | 1% | -21% | -3% | ? | -25% | -13%
CCOC(=O)C1=C(O)/C(=C/c2cccc(OC)c2O)N=C1C | 6% | 13% | 1% | ? | -3% | -10% | -24% | i
CC(C)CN(Cc1cc(=O)oc2cc(-c3ccccc3)c(O)cc12)CC(C)C | -8% | 7% | -3% | 5% | 6% | · | -5% | -11%
CCOC(=O)c1cc2c(=O)n3ccccc3nc2n(CCCOC)c1=NC(=O)C(C)(C)C | ? | 12% | -6% | 1% | -2% | ? | 0% | -7%
COc1ccc(-c2nc3ccccc3c(=O)n2NC(=O)Cc2ccccc2)cc1 | -2% | -17% | -1% | 3% | 3% | 5% | 0% | -7%
CCCn1c(=N)n(CC(=O)c2cccs2)c2ccccc21 | -3% | 5% | 0% | 8% | -6% | -3% | 8% | -7%
COc1ccc(CN2CC(C(=O)NCCCN3CCN(C)CC3)CC2=O)cc1 (centres undefined) | 3% | -1% | 1% | · | 2% | -1% | 4% | 5%
COc1ccc(NC(=O)NNc2cc(N3CCOCC3)nc(N3CCOCC3)n2)cc1 | 5% | 3% | -1% | -2% | -5% | -4% | ? | -7%
CCCCSc1cc(C)nc(N)n1 | 0% | 7% | -2% | 0% | 1% | · | 3% | -7%
Cc1oc(-c2ccc(F)cc2)cc1-c1nn2c(-c3ccoc3C)nnc2s1 | -3% | 16% | -11% | 18µM* | -8% | ? | 4% | ?
O=C1c2ccccc2S(=O)(=O)N1CCOc1ccc(F)cc1 | 5% | 15% | -1% | 17% | 10% | 3% | -4% | -8%
Cc1ccc(C)c(S(=O)(=O)NCc2ccc(C(=O)N3CCCCC3C)cc2)c1 (centres undefined) | -7% | 1% | -3% | · | 1% | 1% | -9% | -7%
CCCCOc1ccc(C(=O)OCC(=O)Nc2cc(C)c(C)cc2[N+](=O)[O-])cc1 | -3% | -8% | -1% | 9% | 1% | 9% | -2% | i
COc1ccc(S(=O)(=O)/N=C2/C=CC(=O)C(C)=C2C)cc1 | -9% | -17% | 0% | -3% | -7% | -4% | -5% | -5%
CCN(C(=O)CN(C)Cc1c(F)cccc1Cl)c1c(N)n(Cc2ccccc2)c(=O)[nH]c1=O | 3% | 1% | -1% | 9% | -6% | 0% | 5% | -13%
CCOC(=O)c1sc2nccc(OC)c2c1N=CN(C)C | 0% | -6% | -5% | -1% | -5% | 6% | -8% | i

As entered above:
`CCN(C(=O)CN(C)Cc1c(F)cccc1Cl)c1c(N)n(Cc2ccccc2)c(=O)[nH]c1=O` in GAA inhib is listed with 0%
`CCCCOc1ccc(C(=O)OCC(=O)Nc2cc(C)c(C)cc2[N+](=O)[O-])cc1` in GAA glycogen is listed with -2%
`CCCCSc1cc(C)nc(N)n1` in aGlu spleen mod is listed with 0%

Rewritten with two lines to a compound: 2 of the compounds above
Results follow in this order: aGlu spleen mod | RGS12 GoLoco inh | TR SRC2 fluor cs | L3MBTL1 inh | TRb-SRC2 inh | GAA inhib | GAA glycogen | RECQ1 helicase
CCN1C(=O)C2(/C(=C(\O)c3ccc4c(c3)OCCO4)C(=O)C(=O)N2CCCOC)c2ccccc21 (centres undefined)
    -3% | · | -6% | 3% | -3% | 2% | 4% | i
Cc1cc(C(C)(C)C)c(O)c(C)c1CC1=NCCN1
    2% | 12% | 2% | -3% | -2% | -14% | 12% | 9%

Not all compounds are listed. The share of hits here may be higher or lower than overall.
